IDH1 R132H inh – human IDH1 R132H inhibition; IDH1-R132H enzyme, NADPH consumption, diaphorase/resazurin fluorescence; O75874; AID 602179; Potency, µM (titrated, usually from 76.6 µM), without a hit: at the highest dose activity change, negative = inhibition, hits mostly inhibitors; 0.093% of 390,000 active; also: potency is read from the fitted curve at half-maximal effect; % is scaled to controls: 0 for no effect and ±100 for the full control effect; nearly all actives have a fitted effect of over 65% in size
Target sequence (O75874 whole entry R132H, stated change not applied): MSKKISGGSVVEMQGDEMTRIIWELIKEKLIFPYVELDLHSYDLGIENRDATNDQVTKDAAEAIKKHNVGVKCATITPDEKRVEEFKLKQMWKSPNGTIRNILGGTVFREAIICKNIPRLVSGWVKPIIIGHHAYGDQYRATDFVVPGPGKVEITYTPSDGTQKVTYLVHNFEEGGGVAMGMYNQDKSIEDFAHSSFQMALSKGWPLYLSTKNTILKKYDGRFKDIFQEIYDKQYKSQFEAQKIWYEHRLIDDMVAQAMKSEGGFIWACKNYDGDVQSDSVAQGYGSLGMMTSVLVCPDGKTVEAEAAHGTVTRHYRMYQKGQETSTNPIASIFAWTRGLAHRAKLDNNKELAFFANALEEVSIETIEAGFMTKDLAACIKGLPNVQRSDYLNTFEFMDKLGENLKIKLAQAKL
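IDH1-R132H (0.5 ug/mL) preincubated 30 min with compound, then NADPH (0.016 mM) and alpha-KG (2 mM) added; 80 min at RT, pH 7.5. Remaining NADPH coupled via diaphorase/resazurin to fluorescence (540/590 nm); concentration-response curves normalized to no-enzyme control.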
rTrxR1 inhibitor – inhibitors of rat thioredoxin reductase 1. O89049. recombinant rTrxR1, NADPH fluorescence consumption, selenite substrate. Potency, µM (series often up to 114 µM), without a hit: top-dose activity change, negative = inhibition, most hits filed as inhibitors. 1% of 390,000 active; also: potency is read from the fitted curve at half-maximal effect; % is scaled to controls: 0 for no effect and ±100 for the full control effect; nearly all actives have a fitted effect of over 65% in size
Target sequence (O89049 whole entry, looked up): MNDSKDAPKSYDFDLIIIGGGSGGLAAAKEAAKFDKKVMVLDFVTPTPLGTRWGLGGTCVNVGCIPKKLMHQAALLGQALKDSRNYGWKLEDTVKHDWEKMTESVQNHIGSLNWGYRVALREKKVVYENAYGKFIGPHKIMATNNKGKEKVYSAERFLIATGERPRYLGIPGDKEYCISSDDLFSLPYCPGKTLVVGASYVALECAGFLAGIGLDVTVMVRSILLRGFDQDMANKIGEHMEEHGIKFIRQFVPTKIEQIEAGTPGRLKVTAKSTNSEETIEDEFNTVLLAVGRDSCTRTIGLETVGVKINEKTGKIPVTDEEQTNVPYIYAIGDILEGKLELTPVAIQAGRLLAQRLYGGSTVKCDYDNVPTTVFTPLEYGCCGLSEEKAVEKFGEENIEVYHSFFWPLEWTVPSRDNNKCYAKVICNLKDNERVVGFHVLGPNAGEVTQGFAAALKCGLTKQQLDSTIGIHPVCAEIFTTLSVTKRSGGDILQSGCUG
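Rat TrxR1 (90 nM in the dispensed reagent) was pre-reduced with 400 uM NADPH for 5 min at room temperature, then incubated with compound for 15 min. After 400 uM selenite was added, NADPH fluorescence (Ex 340/Em 450 nm) was followed for 8 min.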
TRHR agonist – TRH receptor (human) agonism; P34981; TRHR cells, calcium flux fluo-8, FDSS agonist mode; activation, % at 2 µM; 0.18% of 360,000 active; AID 493084; in the data active = activation above about 30%; also: 0% is about no effect
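In this calcium-flux screen, cells bearing human TRHR are dye-loaded with fluo-8, baselined for 10 cycles, then exposed to library compounds; positive kinetic calcium responses during the agonist phase mark hits, with TRH as control.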
D2 antag – antagonizes the human D2 dopamine receptor; HEK293 TREx D2 cells, calcium flux, dopamine EC80; inhibition, % at 10 µM; 2% of 340,000 active; in the data active = inhibition above about 30%; also: 0% is about no effect
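HEK293 T-REx D2 cells, tet-induced, calcium dye no-wash. Cpd pintool add, 180 s kinetic, then EC80 DA, 180 s kinetic. Ca flux read.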
USP1 inh – blocks the human USP1/UAF1 deubiquitinase complex; O94782; recombinant USP1/UAF1, Ub-Rhodamine cleavage fluorescence; Potency, µM (titrated, usually from 57.1 µM), without a hit: top-dose activity change, negative = inhibition, most hits filed as inhibitors; 0.23% of 390,000 active; also: potency is read from the fitted curve at half-maximal effect; % is scaled to controls: 0 for no effect and ±100 for the full control effect; nearly all actives have a fitted effect of over 60% in size; inactives centre near -12
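1 nM enzyme complex + cpd, 15 min RT; start with Ub-Rho 150nM final; kinetic fluorescence ex 480/em 540, 6 reads q60 s. Buffer 50mM HEPES pH 7.8, 0.5mM EDTA, 0.1 mg/ml BSA, 1mM TCEP, 0.01% Tween-20.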
D2 ag – activates the human D2 dopamine receptor | P14416 | HEK293 T-REx D2 cells, calcium flux agonist mode | activation, % at 2 µM | 0.53% of 340,000 active | AID 485358;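 active = activation over 3 SD above normal in the single-dose calcium agonist read, cut at about 30% in these data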; also: 0% is about no effect
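Calcium-flux readout, 1 cycle/sec over 180 s following compound pin transfer, in inducible HEK293 Trex D2 cells (force-coupled); dopamine controls included. Positive calcium responses during this window marked compounds as potential agonists.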
TrxR1 substrate – is turned over as a substrate by rat TrxR1; purified TrxR1 substrate turnover, NADPH consumption readout; Potency, µM (highest dose often 114 µM), inactives show at the top dose activity change, negative = substrate turnover; 0.01% of 390,000 active; also: potency is read from the fitted curve at half-maximal effect; % is scaled to controls: 0 for no effect and ±100 for the full control effect; nearly all actives have a fitted effect of over 50% in size
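Rat TrxR1, dispensed at 90 nM, was prereduced with 400 uM NADPH (final) for 5 min at ~22 deg C, then incubated with compound 15 min before 400 uM selenite. A first-read NADPH fluorescence drop versus no-compound background flagged substrates.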
TRHR PAM – TRH receptor (human) allosteric enhancement; P34981; TRHR cells, fluo-8 calcium fluorescence, EC20 TRH enhancement; enhancement, % at 2 µM; 0.66% of 360,000 active; AID 493056; in the data active = enhancement above about 30%; also: 0% is about no effect
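TRHR-expressing cells loaded with fluo-8 calcium dye were read kinetically (ex 480/em 530) during compound addition, then stimulated with an EC20 of TRH (10 nM final). Enhancement of the Gq-mediated intracellular calcium response was scored.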
Pin1 inhibitor – inhibitors of human Pin1; Potency, µM (top dose mostly 115 µM), for inactives: top-dose activity, negative = inhibition, actives largely listed as inhibitors; Pin1 FP peptide displacement, HiFluor488, 10 min; Q13526; 0.009% of 390,000 active; active = well fitted inhibition curve with a large enough effect in the polarisation, with a control signal flat, not every such curve was filed as active; inconclusive = small, poorly fitted or top-dose-only effect, or effect the other way, or a change in a side signal; inactive = no such curve, though single readings can be large or run the other way; the % refers to the polarisation; also: potency is read from the fitted curve at half-maximal effect; % is scaled to controls: 0 for no effect and ±100 for the full control effect
Target sequence (Q13526 whole entry, looked up): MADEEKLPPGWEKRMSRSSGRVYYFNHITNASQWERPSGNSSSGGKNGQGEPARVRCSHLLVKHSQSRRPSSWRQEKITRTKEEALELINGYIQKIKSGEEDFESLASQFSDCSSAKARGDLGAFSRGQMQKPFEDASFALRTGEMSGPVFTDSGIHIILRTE
An asterisk follows results filed as active; ? = inconclusive; nt = no result given; & = joins results of further samples; [ ] = dose if it differs, or a comment. Unless noted, calls follow the shape of the dose curve; as a rule, active = well fitted inhibition curve with a large enough effect; inconclusive = small, poorly fitted or top-dose-only effect; inactive = no such curve, though single readings can be large or run the other way. Not all compounds are listed. The share of hits here may be higher or lower than overall.

SMILES	IDH1 R132H inh	rTrxR1 inhibitor	TRHR agonist	D2 antag	USP1 inh	D2 ag	TrxR1 substrate	TRHR PAM	Pin1 inhibitor
C/C(=N\NC(=O)Cc1ccc(F)cc1)c1ccc(O)cc1	-3%	-3%	-0.2	-5	-16%	-0.9	-9%	9	-1%
Nc1ccc(C23CC4CC(CC(C4)C2)C3)cc1	1%	13%[57.1 µM]	1.2	1	-31%	2.2	-9%	4	4%
O=C(CNC(=O)c1ccc2ccccc2c1)NCc1ccccc1F	-10%	13%	9.6	-3	-29%	-0.1	-1%	-2	-4%
COc1ccc(NS(=O)(=O)c2ccc(-n3cnnn3)cc2)cc1OC	9%	-3%	0.1	-4	-10%	0.1	-1%	1	5%
Cc1ccc(-c2nnc(N3CCOCC3)c3ccccc23)cc1S(=O)(=O)NCc1cccnc1	2%	10%	-0.3	-14	-24%	-0.5	4%	9	3%
CCc1ccccc1NC(=O)COC(=O)c1c(C)nsc1NC	2%	3%	0.9	-16	-22%	0.4	-2%	-6	-4%
CCC(=O)Nc1ccc(/C(C)=N\NS(=O)(=O)c2ccc(C)cc2)cc1	7%	2%[57.1 µM]	0.0	1	-2%	0.0	4%[57.1 µM]	-3	0%
Cc1c(C(=O)Nc2ccc(S(=O)(=O)N3CCOCC3)cc2)cccc1[N+](=O)[O-]	-5%	20%	0.4	nt	-22%	nt	-3%	-7	1%
O=C(O)CSc1nnc(-c2ccc(Cl)cc2Cl)n1-c1ccc(Br)cc1	6%	7%	0.0	-18	-15%	-1.9	2%	-2	5%
NNC(=O)c1cc(-c2ccco2)[nH]n1	6%	18%	-0.1	-9	-22%	0.4	5%	-1	5%

Complete entries, looked up by structure:
C/C(=N\NC(=O)Cc1ccc(F)cc1)c1ccc(O)cc1 in the list: IDH1 R132H inh = -3%; rTrxR1 inhibitor = -3%; TRHR agonist = -0.2; D2 antag = -5; USP1 inh = -16%; D2 ag = -0.9; TrxR1 substrate = -9%; TRHR PAM = 9; Pin1 inhibitor = -1%
CCc1ccccc1NC(=O)COC(=O)c1c(C)nsc1NC in the list: IDH1 R132H inh = 2%; rTrxR1 inhibitor = 3%; TRHR agonist = 0.9; D2 antag = -16; USP1 inh = -22%; D2 ag = 0.4; TrxR1 substrate = -2%; TRHR PAM = -6; Pin1 inhibitor = -4%

The list goes on:
SMILES	IDH1 R132H inh	rTrxR1 inhibitor	TRHR agonist	D2 antag	USP1 inh	D2 ag	TrxR1 substrate	TRHR PAM	Pin1 inhibitor
CCC1CN(C(=O)Nc2cccc3c2CCCC3)c2cc(Cl)ccc2O1 (stereo unspecified)	9%	8%	1.0	nt	13%	-0.2	0%	-1	-5%
Cc1sc(NC(=O)c2ccco2)c(C(c2ccccc2)N2CCC(C)CC2)c1C (stereo unspecified)	0%	-2%	0.2	10	-20%	0.0	-2%	-3	5%
O=C(COc1ccc2ccccc2c1)N/N=C/C1CC=CCC1 (stereo unspecified)	6%	4%	0.2	-4	-7%	2.6	-1%	5	5%
CCN(CC)C(=O)Cn1cc(S(=O)(=O)CC(=O)NCc2ccc3c(c2)OCO3)c2ccccc21	3%	2%	0.0	3	-19%	0.5	0%	-2	-6%
Cc1cccc(C)c1NC(=O)NC1(C(=O)NCc2ccncc2)CCCCC1	1%	-3%[57.1 µM]	1.3	0	1%	0.2	-2%[57.1 µM]	14	?
CC(C)c1ccccc1-n1c(SCC(=O)c2ccc3c(c2)NC(=O)CO3)nc2ccccc2c1=O	-4%	23%[57.1 µM]	0.7	nt	-10%	nt	-14%	-3	27%
O=c1nc2n(c3ncccc13)CCC2	14%	13%	0.6	-2	-23%	0.6	7%	-2	4%
CCCCCCCCC1CC(C(=O)Nc2ccccc2)C(=O)O1 (stereo unspecified)	-2%	5%	nt	nt	-24%	nt	-14%	nt	?
O=C(NCc1ccc(F)cc1)C1CCCN(S(=O)(=O)c2cccc3nsnc23)C1 (stereo unspecified)	1%	10%	-0.9	1	-2%	0.2	-3%[57.1 µM]	-13	?
CCN(CC)C(=O)COc1coc(CN2CCN(c3cccc(Cl)c3)CC2)cc1=O	-3%	29%	0.0	22	-31%	0.2	12%	5	-6%
Cc1nc(Cc2nnc(SCC(=O)N3CCN(c4ccc(F)cc4)CC3)o2)cs1	-6%	12%	0.7	2	-25%	0.0	3%	-6	-1%
O=[N+]([O-])c1ccc(C[n+]2cc(-c3ccc(Cl)c(Cl)c3)n3c2CCCCC3)cc1	17%	24%	0.5	23	-9%	4.8	0%	-2	-1%
COC(=O)c1ccccc1NC(=O)CSc1n[nH]c(CC(C)C)n1	6%&10%	10%[57.1 µM]	1.9&-0.2	-28	-15%&8%	0.3&-1.7	2%&5%	-5&-14	3%&-3%
CC(C)n1nc(C(=O)NNC(=O)c2ccncc2)c2ccccc2c1=O	0%	9%	-0.1	13	-2%	0.9	-4%	0	4%
CCN1C(=NCc2ccccc2)N[C@@H](c2ccccc2)[C@H](C(=O)OC)[C@H]1C	13%	13%[57.1 µM]	0.4&0.2	3	-32%	-1.9	-7%[57.1 µM]	-4&-6	0%
CCOC(=O)N/N=C/c1c(C)nn(-c2ccccc2Cl)c1Cl	0%	-7%	0.2	4	-7%	1.1	-9%	-7	2%
COc1ccc(NCC(=O)Nc2ccccc2C#N)cc1Cl	-1%	-15%	0.1	1	-19%	0.0	-3%	2	5%
CC(C)N(C(C)C)S(=O)(=O)c1ccc(Cl)nc1	1%	18%[57.1 µM]	0.4	4	0%	1.0	-1%	-7	-4%
Cc1ccc(Nc2nc(C)cc(C)c2C(N)=O)cc1	6%	1%	0.1	-14	-19%	-1.0	-6%	1	0%
CCc1ccc(-c2[nH]nc3nc(-c4cc(OC)ccc4OC)cc(C(=O)O)c23)cc1	19%	43%[11.4 µM]	-0.2	nt	0%	0.0	3%	2	8%
Cc1cccc(C(=O)N/N=C/c2cc(Br)c(Br)o2)c1	-4%	-6%	-0.5	7	-16%	0.0	-7%	54*	3%
CSc1nnnn1CCn1nnnc1SC	0%	-5%	0.4	-6	-16%	-0.3	-6%	-2	-3%
COc1ccc(Nc2oc(-c3ccc(COc4cccc(C)c4)o3)nc2C#N)cc1	2%	8%	-1.0	nt	-11%	nt	5%	-5	6%
CCCCOC(=O)c1cccc(NC(=O)c2cc3ccccc3o2)c1	-4%	-11%	4.3	nt	-22%	nt	-1%	0	1%
O=C(NCCCNC(=O)c1ccc(F)cc1)c1ccc(F)cc1	-2%	23%	-0.1	-5	-9%	-0.3	7%[2.29 µM]	0	-3%
CCC(C)NC(=O)CC(NS(=O)(=O)c1ccc(NC(C)=O)cc1)C(C)C (stereo unspecified)	-4%	16%[57.1 µM]	0.0	12	4%	0.1	5%[57.1 µM]	-4	-6%
COC(=O)c1nc(NC(=O)c2ccc(C(C)(C)C)cc2)n[nH]1	-2%	-13%[57.1 µM]	0.4	-21	-7%	1.2	-4%[57.1 µM]	-2	3%
Cc1ccc(S(=O)(=O)Nc2cc(=O)[nH]c(SCC(=O)Nc3ccccc3Cl)n2)cc1	15%	11%	0.0	-9	?	-0.3	-1%	2	8%
Nc1nc(-c2ccccc2)c(N=Nc2cccc3ccccc23)s1	12%	-10%	-0.5	-23	-24%	-1.9	-7%	-1	4%
C/C(=C\C(=S)Nc1ccccc1)Nc1ccc2ccccc2c1	7%	?	0.3	nt	-12%	nt	39%[activator]	-5	4%
Cc1ccc(S(=O)(=O)N2CCOCC2)cc1C(=O)Nc1ccc(C(N)=O)cc1	8%	21%[57.1 µM]	0.5	8	-13%	2.0	8%[57.1 µM]	0	1%
CCCCOC(=O)/C=C\C(=O)NC(N)=O	0%	?	0.8	nt	-3%	nt	-2%[0.0914 µM]	2	2%
CCOn1c(=O)c(-c2cccs2)[n+]([O-])c2ccccc21	2%	-5%	0.3	-10	-8%	0.1	1%	-8	-16%
Cn1c(Nc2cccc(Cl)c2)nc2ccccc21	17%	16%	0.4	12	-20%	0.6	3%	17	5%
O=C(NC1CCCC1)c1cc(-c2ccccc2O)on1	-4%	2%	-0.1	48*	-3%	-0.3	-9%	-23	6%
C=CCN=C1S/C(=C/c2ccc([N+](=O)[O-])cc2)C(=O)N1CC=C	5%	24%[57.1 µM]	-1.6	5	-11%	-1.3	9%[57.1 µM]	7	2%
CCOc1ccccc1C(=O)N1CCOCC1	8%	11%	-0.2	-7	1%	0.5	-3%	-4	5%
COc1ccc(C)cc1NC(=O)CN1C(=O)c2cccc3cccc1c23	0%	2%	0.8	-5	-17%	-0.7	28%	3	4%
CC(C)(C)C(=O)Nc1nc2c(c(=O)[nH]1)CCCC2	0%	4%[57.1 µM]	0.2	7	-7%	1.1	-2%[57.1 µM]	9	-8%
CCOC(=O)/C(=N/Nc1ccc(Br)cc1)N1CC(C)OC(C)C1 (stereo unspecified)	-1%	2%	nt	nt	-5%	nt	-12%	nt	0%
CC(NC(=O)CSc1nc(C2CC2)n(-c2ccccc2)n1)c1ccco1 (stereo unspecified)	6%	-18%	-0.7	nt	-13%	nt	-2%	0	-6%
CC(=O)Nc1ccc(NC(=O)COc2ccc(Cl)cc2Cl)cc1	9%	34%	0.0	-8	-14%	0.3	9%	-1	1%
O=C(CCCCC(=O)NCCc1ccccc1)NCCc1ccccc1	6%	7%[57.1 µM]	-0.4	-5	-14%	0.6	7%[57.1 µM]	18	-6%
O=C(c1ccc(NS(=O)(=O)c2cccc(F)c2)cc1)N1CCCC1	4%	16%[57.1 µM]	-0.4	7	-20%	0.1	10%	-7	0%
Cc1ccc(N(Cc2cc3ccccc3[nH]c2=O)C(=O)c2cccs2)cc1C	-22%	21%	0.8	-9	-19%	-0.7	5%	4	2%
Cc1ccc(-c2cc(C(F)(F)F)n3nc(C(=O)NCCCn4ccnc4)cc3n2)cc1C	8%	12%	0.5	-22	-14%	-0.7	25%	7	-3%
Cc1ccc(NC(=O)c2ncn(CCCNCCCc3ccccc3)n2)cc1C	-4%	-4%	nt	nt	-5%	nt	-3%	nt	5%
COCCCNCC(O)COc1ccccc1F (stereo unspecified)	4%	1%[57.1 µM]	5.3	1	-15%	-1.3	11%	12	-6%

Screens deposited in PubChem by National Center for Advancing Translational Sciences (NCATS).
